FBPA coupling cs – inhibits coupling enzyme system, counter-screen for aldolase hits | AID 2472 | activity change, negative = inhibition, % at 58.2 µM, hits read low | 290,000 tested, 0.67% active | coupling enzyme system counterscreen, AmpLite Red fluorescence; in the data active = activity change below about -30%; note: % is set by controls: 0 for no effect and ±100 for the full control effect
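Activity here indicates interference with the coupling reaction, not aldolase inhibition. Compounds at 57.5 uM final met coupling enzymes for 10 min at RT; substrate and AmpLite Red detection followed, with a 525/598 nm fluorescence read after 20 min.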
BCR signal inh – blocks chronic active B-cell receptor signaling. ABC-DLBCL IkBa-CBG/CBR reporter, luminescence ratio, 4 h. 340,000 tested, 0.05% active. AID 493014. Potency, µM (doses to about 46.1 µM), without a hit: at the highest dose ratio change, negative = lower green/red ratio, usual class: inhibitors; active = well fitted inhibition curve with a large enough effect in the signal ratio, with a control signal flat, not every such curve was filed as active; inconclusive = small, poorly fitted or top-dose-only effect, or effect the other way, or a change in a side signal; the % refers to the signal ratio;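 note: potency is the fitted concentration of half-maximal effect; plate controls were basal doxycycline-induced cells for no effect and cells given 10 µM MG132 for full effect; MG132 reads +100%, hits lower the ratio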
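Concentration-response series (up to 46 uM) were applied to TMD8 dual-reporter cells for 4 h at 37C with doxycycline. Green/red ratio, after filter-overlap correction, defined %Activity; red signal alone was normalised to basal cells and zero luminescence.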
AT treatment – candidate therapy for ataxia-telangiectasia; […] A-T fibroblasts, KAP-1 phosphorylation AlphaLISA; neocarzinostatin DNA damage 30 min before lysis; Potency, µM (titrated, usually from 57.5 µM), for inactives: at the highest dose activation, hits mostly activators; 320,000 tested, 0.19% active; AID 485349; note: potency is the fitted concentration of half-maximal effect; % of control where 0% means no effect; nearly all actives have a fitted effect of over 45% in size
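hTERT-immortalized A-T patient fibroblasts ([…]), 500 cells/well in OPTI-MEM, 1% FBS, got compounds for 60 min, then NCS for 30 min at 37C. Lysates were then assayed for phospho-KAP-1 by AlphaLISA (anti-pKAP1 donor, anti-KAP1 acceptor beads), 6 hr at 25C.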
CXXC DNA block – blocks binding of human MLL CXXC domain to DNA; Potency, µM (series often up to 115 µM), for the others: top-dose activity change, negative = inhibition, actives largely listed as inhibitors; AID 2662; MLL-CXXC / FITC-HOXA9 DNA fluorescence polarization; 290,000 tested, 0.037% active; Q03164; active = well fitted inhibition curve with a large enough effect in the polarisation, with a control signal flat, not every such curve was filed as active; inconclusive = small, poorly fitted or top-dose-only effect, or effect the other way, or a change in a side signal; inactive = no such curve, though single readings can be large or run the other way; the % refers to the polarisation; note: potency is the fitted concentration of half-maximal effect
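Fluorescence polarization: 7 uM MLL-CXXC (stock) preincubated 5 min with compounds, then 50 nM fluorescein-HOX-A9 DNA (stock) added; 30 min ambient. Buffer 50 mM Tris-HCl pH 7.5, 50 mM NaCl, 1 mM DTT, 0.05% BSA.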
TCR activator – activates T cell receptor signaling; primary human leukocytes, anti-CD3, IL-2 HTRF, 48 h; Potency, µM (doses to about 9.22 µM), for inactives: at the highest dose activation of IL-2 secretion, usual class: activators; 330,000 tested, under 10 active; note: % of control where 0% means no effect
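48 hr co-incubation of compounds, a-CD3 beads and primary human leukocytes; IL-2 quantified homogeneously by HTRF with anti-IL-2 K and d2 conjugates.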
TSHR antag – human thyrotropin receptor antagonism; activity change, negative = inhibition, % at 11.5 µM; 330,000 tested, 0.2% active; P16473; TSHR-expressing cells, TSH-stimulated cAMP HTRF, 2 h; hits give low values;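 active = activity change below a set negative limit, meaning inhibition stronger than a set level, cut at about -70% in these data; inconclusive = activity change between two set negative limits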; note: % is set by controls: 0 for no effect and ±100 for the full control effect
Target sequence (P16473 whole entry, looked up): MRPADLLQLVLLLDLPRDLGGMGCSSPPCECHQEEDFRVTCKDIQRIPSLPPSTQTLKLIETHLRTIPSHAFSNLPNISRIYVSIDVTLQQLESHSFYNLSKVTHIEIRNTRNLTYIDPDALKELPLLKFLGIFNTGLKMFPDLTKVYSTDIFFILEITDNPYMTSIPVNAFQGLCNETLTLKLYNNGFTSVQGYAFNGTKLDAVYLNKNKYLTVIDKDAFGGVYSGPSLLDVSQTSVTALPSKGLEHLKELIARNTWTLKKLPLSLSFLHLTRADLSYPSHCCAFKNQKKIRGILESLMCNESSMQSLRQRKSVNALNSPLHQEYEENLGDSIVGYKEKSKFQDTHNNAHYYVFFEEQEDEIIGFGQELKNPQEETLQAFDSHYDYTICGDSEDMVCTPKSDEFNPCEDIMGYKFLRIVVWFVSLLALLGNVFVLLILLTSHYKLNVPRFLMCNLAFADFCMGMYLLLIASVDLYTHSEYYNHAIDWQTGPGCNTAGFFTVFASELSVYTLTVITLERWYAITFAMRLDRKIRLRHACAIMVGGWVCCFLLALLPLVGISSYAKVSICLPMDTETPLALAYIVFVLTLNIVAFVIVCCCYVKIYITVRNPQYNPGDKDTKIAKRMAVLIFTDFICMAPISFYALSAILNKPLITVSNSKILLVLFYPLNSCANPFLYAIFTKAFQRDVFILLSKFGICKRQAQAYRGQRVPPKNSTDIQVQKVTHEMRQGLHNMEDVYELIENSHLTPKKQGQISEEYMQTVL
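Cell-based HTRF cAMP assay; TSHR cells + compound, TSH EC80 (4nM final), 2 h, 37 deg C. Lysis with anti-cAMP cryptate and cAMP-d2, 30 min RT, read 665/620 nm.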
GALK inhibitor – inhibitors of human galactokinase; P51570; Purified GALK, Kinase-Glo residual ATP luminescence; Potency, µM (top dose mostly 57.5 µM), for the others: top-dose activity change, negative = inhibition, most hits filed as inhibitors; 270,000 tested, 0.007% active; note: potency is the fitted concentration of half-maximal effect; % is set by controls: 0 for no effect and ±100 for the full control effect
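ATP-depletion format; final 35 uM ATP, 100 uM D-galactose, 5 nM enzyme; pH 8.0 HEPES/Mg2+ buffer; 60 min RT; luminescence read 10 min after detection reagent.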
Tb PFK block – blocks T. brucei phosphofructokinase. 330,000 tested, 0.17% active. T. brucei PFK, ADP-Glo luminescence. Potency, µM (highest dose often 57.5 µM), for inactives: at the highest dose activity, negative = inhibition, usual class: inhibitors. O15648. AID 485367;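 note: potency is the fitted concentration of half-maximal effect; 0% = uninhibited 1x PFK enzyme wells and -100% = no-enzyme wells; nearly all actives have a fitted effect of over 60% in size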
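Activity is normalized to no-enzyme wells (full inhibition) and 1.25 nM enzyme wells (no inhibition). Reaction: 0.5 mM F6P, 0.1 mM ATP, 45 min RT, ADP-Glo luminescence; concentration-response curves fitted and classed by quality.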
Giardia killer – Giardia lamblia killing. Giardia lamblia trophozoite viability. activity change, % at 7.66 µM, hits read low. 340,000 tested, 0.15% active. AID 540267; in the data active = activity change below about -80%; inconclusive = between about -30% and that limit;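 note: parasites exposed to compound for two days anaerobically before the ATP read; % is set by controls: 0 for no effect and ±100 for the full control effect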
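Killing of trophozoites was scored by loss of ATP luminescence after a 48 hrs anaerobic exposure to compounds at 37 deg C, using 100 cells per well.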
KCNH2 WT inh – blocks the wildtype human KCNH2 potassium channel; 340,000 tested, 0.37% active; activity change, % at 1.84 µM; Q12809; AID 720551; U2OS, BacMam KCNH2, thallium flux FluxOr; hits give low values;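 active = maximum activity change below -70%; inconclusive = maximum activity change between -70% and -50%; inactive = maximum activity change above -50%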; note: % is set by controls: 0 for no effect and ±100 for the full control effect
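U2OS cells were transduced with wild-type KCNH2 virus (2.03 x 10^8 / mL) for 4 h at room temperature, then cultured overnight at 37 C. Thallium flux was read with FluxOr dye. Rate constants were normalized to DMSO controls.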
* = called active by the depositor; [ ] = another dose, or the depositor's remark. Unless noted, calls come from the whole dose curve; as a rule, active = well fitted curve in the direction sought with a large enough effect; inconclusive = small, poorly fitted or top-dose-only effect, or another doubt; inactive = no such curve, though single readings can be large; an effect the other way counts as inactive or inconclusive.

`Cc1cc(C)nc(N/N=C/c2ccccc2OCc2ccccc2)n1` gave FBPA coupling cs 0, BCR signal inh inconclusive, AT treatment 3%, CXXC DNA block -1%, TCR activator 0%[46.1 µM], TSHR antag -3, GALK inhibitor 0%, Tb PFK block -1%, Giardia killer -11 and KCNH2 WT inh 3.
Cc1cccc(N(C(=O)c2snc(C(N)=O)c2N)C(C(=O)NCC2CCCO2)c2cccs2)c1 (stereo not given) was read as FBPA coupling cs 1, BCR signal inh -2%, AT treatment 6%, CXXC DNA block -3%, TCR activator 1%, TSHR antag -23, GALK inhibitor 0%, Tb PFK block -2% and Giardia killer -28.
`CC(=O)Nc1ccc(NCN2C(=O)C3C4CCC(C4)C3C2=O)cc1` (stereo not given) gave FBPA coupling cs -1, BCR signal inh -2%, AT treatment -5%, CXXC DNA block -3%, TCR activator -27%, TSHR antag 15, GALK inhibitor -6%, Tb PFK block 1%, Giardia killer 7 and KCNH2 WT inh -1.
Screening O=c1nc(Nc2ccc([N+](=O)[O-])cc2)[nH]c(=O)[nH]1 returned FBPA coupling cs 0, BCR signal inh 4%, AT treatment -9%, CXXC DNA block 3%, TCR activator -3%, TSHR antag 0, GALK inhibitor -1%, Tb PFK block 0%, Giardia killer -10 and KCNH2 WT inh 1.
For CCn1c(=O)n(CC)c2cc(N3CCCC3)c(NC(=O)c3ccc(C)c([N+](=O)[O-])c3)cc21 the results were FBPA coupling cs 0, BCR signal inh -15%, AT treatment 0%, CXXC DNA block -3%, TCR activator 3%, TSHR antag 2, GALK inhibitor -1%, Tb PFK block -5%, Giardia killer -10 and KCNH2 WT inh 4.
N#CC(C(=O)NC1CC1)c1nc2ccccc2nc1N1CCN(C/C=C/c2ccccc2)CC1 (stereo not given) was read as FBPA coupling cs 0, BCR signal inh -2%, AT treatment -6%, CXXC DNA block 12%, TCR activator 6%, TSHR antag 0, GALK inhibitor -2%, Tb PFK block 1%, Giardia killer 7 and KCNH2 WT inh -104*.
For COc1cccc(NC(=O)NC2CCCCCCC2)c1 the results were FBPA coupling cs 2, BCR signal inh -7%, AT treatment -5%, CXXC DNA block -6%, TCR activator 1%, TSHR antag 3, GALK inhibitor 4%, Tb PFK block -3%, Giardia killer -29 and KCNH2 WT inh 14.
CC(c1ccon1)N(C)Cc1cn(C)nc1-c1cccc(Cl)c1 (stereo not given) was read as FBPA coupling cs 2, BCR signal inh 14%, AT treatment -1%, CXXC DNA block 0%, TCR activator -2%, TSHR antag 8, GALK inhibitor 2%, Tb PFK block -2%, Giardia killer 10 and KCNH2 WT inh 0.
O=C(CCNS(=O)(=O)c1ccc(Br)cc1)NCCc1ccccc1 was read as FBPA coupling cs 0, BCR signal inh -5%, AT treatment 0%, CXXC DNA block 3%, TCR activator 0%, TSHR antag 1, GALK inhibitor 8%, Tb PFK block -1%, Giardia killer -12 and KCNH2 WT inh -18.
For COC(=O)c1c(C)[nH]c(C(=O)COC(=O)Cn2cc(C(F)(F)F)ccc2=O)c1C the results were BCR signal inh 15%, AT treatment 5%, TCR activator -5%, TSHR antag 7, Tb PFK block 6%, Giardia killer -10 and KCNH2 WT inh -24.
For O=C(COc1ccc(Cl)cc1[N+](=O)[O-])N/N=C/c1cccs1 the results were FBPA coupling cs -4, BCR signal inh 2%, AT treatment 2%, CXXC DNA block -2%, TCR activator 3%, TSHR antag 7, GALK inhibitor 3%, Tb PFK block -4%, Giardia killer -9 and KCNH2 WT inh -29.
COc1ccc(S(=O)(=O)Nc2ccc(Cl)cn2)cc1 was read as FBPA coupling cs 4, BCR signal inh 2%, AT treatment 11%, CXXC DNA block 12%, TCR activator 0%, TSHR antag 16, GALK inhibitor -4%, Tb PFK block 1%, Giardia killer 12 and KCNH2 WT inh 9.
`CN(CC(=O)Nc1cccnc1Cl)S(=O)(=O)c1ccc(Cl)cc1` gave BCR signal inh 5%, AT treatment 7%, CXXC DNA block -5%, TCR activator 5%, TSHR antag 15, GALK inhibitor 5%, Tb PFK block -2%, Giardia killer -10 and KCNH2 WT inh 11.
For COc1cc(C(=O)COC(=O)c2c(C)noc2C)cc(OC)c1OC the results were BCR signal inh 0%, AT treatment 9%, TSHR antag -12, Tb PFK block 2%, Giardia killer 3 and KCNH2 WT inh -17.
Screening Fc1ccccc1-c1nc2ccccc2[nH]1 returned FBPA coupling cs -14, BCR signal inh inconclusive, AT treatment 16%[11.5 µM], CXXC DNA block 4%, TCR activator -4%, TSHR antag 17, GALK inhibitor 4%, Tb PFK block 0% and Giardia killer 7.
CC1(c2ccccc2)NC(=O)N(CC(=O)Nc2ccc([N+](=O)[O-])cc2)C1=O (stereo not given) was read as FBPA coupling cs 0, BCR signal inh 3%, AT treatment 6%, CXXC DNA block 0%, TCR activator -5%, TSHR antag 9, GALK inhibitor 9%, Tb PFK block -6%, Giardia killer 5 and KCNH2 WT inh -2.
Screening CC(C#Cc1c([C@@H](C)Oc2ccccc2)nnn1Cc1ccccc1)Oc1ccccc1 (stereo not given in full) returned FBPA coupling cs -7, BCR signal inh 4%, AT treatment 14%, CXXC DNA block -14%, TCR activator 0%, TSHR antag 8, GALK inhibitor 1%, Tb PFK block -3%, Giardia killer -8 and KCNH2 WT inh -10.
`CCOC(=O)C1=C(COC(=O)C2CC(=O)N(c3ccc(CC)cc3)C2)NC(=O)NC1C` (stereo not given) gave BCR signal inh -9%, AT treatment -11%, TSHR antag 14, Tb PFK block -8%, Giardia killer inconclusive and KCNH2 WT inh 0.
For COc1ccccc1NC(=O)COc1ccc(Br)cc1CO the results were FBPA coupling cs -2, BCR signal inh inconclusive, AT treatment 6%, CXXC DNA block -14%, TCR activator 2%, TSHR antag 22, GALK inhibitor 1%, Tb PFK block 1%, Giardia killer -11 and KCNH2 WT inh 5.
`O=C(c1ccco1)N1CCN(C(=O)c2cc(-c3ccc(F)cc3)no2)CC1` gave BCR signal inh 0%, AT treatment 1%, CXXC DNA block 3%, TCR activator 0%, TSHR antag 4, GALK inhibitor 5%, Tb PFK block 0%, Giardia killer -2 and KCNH2 WT inh 9.
`CC(C)(C)NC(=O)C(c1ccccn1)N(C(=O)C1CSC(=O)C1)c1ccccc1F` (stereo not given) gave FBPA coupling cs 0, BCR signal inh -2%, AT treatment 9%[11.5 µM], CXXC DNA block -1%, TCR activator -7%, TSHR antag -1, GALK inhibitor 1%, Tb PFK block -12%, Giardia killer -25 and KCNH2 WT inh 0.

Sorted by SMILES length (ascending): part of the list above
For COc1cc(C(=O)COC(=O)c2c(C)noc2C)cc(OC)c1OC the results were BCR signal inh 0%, AT treatment 9%, TSHR antag -12, Tb PFK block 2%, Giardia killer 3 and KCNH2 WT inh -17.
`CC(C)(C)NC(=O)C(c1ccccn1)N(C(=O)C1CSC(=O)C1)c1ccccc1F` (stereo not given) gave FBPA coupling cs 0, BCR signal inh -2%, AT treatment 9%[11.5 µM], CXXC DNA block -1%, TCR activator -7%, TSHR antag -1, GALK inhibitor 1%, Tb PFK block -12%, Giardia killer -25 and KCNH2 WT inh 0.
For CCn1c(=O)n(CC)c2cc(N3CCCC3)c(NC(=O)c3ccc(C)c([N+](=O)[O-])c3)cc21 the results were FBPA coupling cs 0, BCR signal inh -15%, AT treatment 0%, CXXC DNA block -3%, TCR activator 3%, TSHR antag 2, GALK inhibitor -1%, Tb PFK block -5%, Giardia killer -10 and KCNH2 WT inh 4.

Compounds shown so far with bromine, in the order listed:
O=C(CCNS(=O)(=O)c1ccc(Br)cc1)NCCc1ccccc1 was read as FBPA coupling cs 0, BCR signal inh -5%, AT treatment 0%, CXXC DNA block 3%, TCR activator 0%, TSHR antag 1, GALK inhibitor 8%, Tb PFK block -1%, Giardia killer -12 and KCNH2 WT inh -18.
For COc1ccccc1NC(=O)COc1ccc(Br)cc1CO the results were FBPA coupling cs -2, BCR signal inh inconclusive, AT treatment 6%, CXXC DNA block -14%, TCR activator 2%, TSHR antag 22, GALK inhibitor 1%, Tb PFK block 1%, Giardia killer -11 and KCNH2 WT inh 5.
